LYP phosphatase – inhibition of human PTPN22 tyrosine phosphatase – biochemical, DiFMUP fluorescence, recombinant catalytic domain, 10 µM, primary screen (AID 606). recombinant LYP catalytic domain, DiFMUP fluorescence; higher % means a stronger effect. one-dose inhibition, % at 10 µM; IC50 in µM for titrated hits. 52,000 tested, under 10 active;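 active = IC50 under 40 µM in the dose-response test; inactive = IC50 of 40 µM or more, or never dose-tested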
HT1080 cytotoxicity – cytotoxicity in HT1080 fibrosarcoma cells, cell-based, fluorescence readout (AID 620); HT1080 viability, fluorescence; higher % means a stronger effect; one-dose cytotoxicity, % at 10 µM; EC50 in µM for titrated hits; 87,000 compounds, 0.42% hits;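 note: cells exposed to compound overnight then 4 h with Alamar Blue; 0% = vehicle DMSO and 100% = killing control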
Spn PMK inh – blocks S. pneumoniae phosphomevalonate kinase; AID 539; 65,000 compounds, 0.49% hits; inhibition, % at 10 µM; purified PMK, PK/LDH-coupled NADH absorbance 340 nm;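 active = top-ranked compounds by inhibition in the single 10 µM screen, taking a fixed number of the strongest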;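 note: 0% = full reaction with DMSO carrier and 100% = background rate without enzyme reaction; no value below 0 was filed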
HPDE-C7 cytotoxicity – cytotoxicity in HPDE-C7 cells, cell-based, fluorescence, HTS (AID 430). 63,000 compounds, 1.8% hits. cytotoxicity, % at 10 µM; hits with a dose series show EC50 in µM. HPDE-C7 pancreatic duct cells viability, fluorescence; higher % means a stronger effect;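 note: cells exposed to compound for 48 hours before viability readout; 0% = vehicle and 100% = reference cytotoxic drug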
Alkaline phosphatase – human TNAP enzyme inhibitors, biochemical, luminescent (AID 518); 64,000 compounds, 0.09% hits; inhibition, % at 20 µM; hits with a dose series show IC50 in µM; purified TNAP enzyme, luminescent substrate readout; higher % means a stronger effect; in the data active = a potency from the dose series; inactive = the rest, 99 in 100 with inhibition below about 22%;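 note: plate controls were vehicle for no effect and reference inhibitor for full effect; many of its hits are not listed in these tables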
Bfl-1 inhibitors – Bfl-1 inhibitors, primary screen, biochemical, fluorescence polarization, FITC-Bid, mouse (AID 432); FITC-Bid BH3 peptide fluorescence polarization displacement; higher % means a stronger effect; one-dose displacement, % at 20 µM; IC50 in µM for titrated hits; 64,000 compounds, 0.02% hits; in the data active = a potency from the dose series; inactive = the rest, 99 in 100 with displacement below about 15%; note: strong numbers were not always called active
Spn DPM-DC inh – S. pneumoniae DPM-DC inhibition; purified DPM-DC, PK/LDH coupled NADH fluorescence; 65,000 compounds, 0.49% hits; calls only at 10 µM;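 active = the 320 compounds with the highest percent inhibition in the single-dose primary screen, excluding strongly autofluorescent ones, cut at about 32% in these data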;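 note: kinetic rate of NADH fluorescence loss reporting ADP formed by the decarboxylase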
HPDE-C7K KRASV12 – viability loss of HPDE-C7K cells – cell-based, fluorescence, HTS, primary screen (AID 431); HPDE-C7K KRASV12 cells, Alamar Blue viability, 48 h; higher % means a stronger effect; cytotoxicity, % at 10 µM, or EC50 in µM where a hit was titrated; 63,000 compounds, 1.7% hits;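 active = compounds whose percent cytotoxicity in the single-dose primary screen, scaled between solvent and toxic-drug controls, exceeds 50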;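 note: 0% = DMSO solvent wells and 100% = doxorubicin-treated wells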
MK inhibit – inhibitors of Streptococcus pneumoniae mevalonate kinase; purified MK, PK/LDH-coupled NADH absorbance 340 nm; inhibition, % at 10 µM; 65,000 compounds, 0.48% hits;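 active = ranked among the strongest by inhibition in the single 10 µM screen, a fixed top-ranked set picked for dose follow-up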; note: no value below 0 was filed
Spn PMK inh pilot replicates – second read-out of Spn PMK inh, no call of its own (marks repeat the call); inhibition, %; measured here: pilot screen replicates
MK inhibit pilot replicates – also measured in MK inhibit; calls as there; inhibition, %; measured here: pilot screen replicates
Spn DPM-DC inh pilot screen % – also measured in Spn DPM-DC inh; calls as there; inhibition, %; measured here: pilot screen trials
Numbers without * were called inactive; i = inactive; x = not tested or not shown. Cut-off read from the data, not from the text of the source, unless noted: active = cytotoxicity above about 50%; inactive = the rest.

SMILES | LYP phosphatase | HT1080 cytotoxicity | Spn PMK inh | HPDE-C7 cytotoxicity | Alkaline phosphatase | Bfl-1 inhibitors | Spn DPM-DC inh | HPDE-C7K KRASV12 | MK inhibit | others
CCOCCCNC(=O)C1CC(=O)N(C2CCCC2)C1 (stereo not drawn) | 3% | 2% | 0 | 7% | 18% | 0% | i | 4% | 0 | Spn PMK inh pilot replicates=2.0;MK inhibit pilot replicates=1.0;Spn DPM-DC inh pilot screen %=2.5
Cn1cnnc1SCC(=O)N(Cc1ccc2c(c1)OCO2)C1(C(=O)NC2CCCCC2)CCCC1 | 6% | -2% | 7 | -3% | 3% | -1% | i | 3% | 2
Cc1ccccc1C(OCC(O)CN1CCCCC1CCO)c1ccccc1 (stereo not drawn) | x | -11% | 14 | 15% | 2% | -5% | i | 10% | 0
CC(=O)Oc1cc2oc(=O)cc(C)c2cc1OC(C)=O | 11% | -7% | 7 | -22% | 38% | 6% | x | -11% | 11
Cc1ccc(-c2cc(C(=O)O)n[nH]2)o1 | x | -5% | 11 | -34% | 40% | 4% | i | -33% | 0 | Spn PMK inh pilot replicates=0.0;MK inhibit pilot replicates=0.0;Spn DPM-DC inh pilot screen %=0.5
O=C1CC(NCc2ccncc2)C(=O)N1c1ccc(Cl)cc1 (stereo not drawn) | x | -2% | 4 | 11% | 10% | 1% | i | 8% | 11
COc1ccc(-n2c(CSc3nc(C)cc(C)n3)nnc2SCC(=O)Nc2nccs2)cc1 | 8% | 10% | 14 | -9% | 2% | -4% | i | 1% | 1
CC1CCCC(C)N1C(=O)c1cc(F)c(F)cc1Cl (stereo not drawn) | 3% | -3% | 0 | 1% | 5% | 1% | i | -3% | 3
COC(=O)c1ccc(NC(=O)CNC(=O)C2CCCCC2)c(C)c1 | 14% | 3% | 7 | 7% | 11% | -2% | i | 6% | 11
Cc1cc2c(C)nc(Cc3ccccc3)nc2o1 | 3% | -18% | 6 | -4% | 7% | -2% | i | 4% | 1
CCN(C(=O)c1cccc(F)c1)c1ccccc1C | -4% | 4% | 4 | 5% | 12% | -1% | i | -6% | 5
c1csc(CN2CCN(Cc3cccs3)C2c2cccs2)c1 | 10% | -13% | 7 | -1% | 7% | -4% | i | 2% | 8
Cc1nnc(SCc2ccccc2F)n1NCc1cccs1 | -14% | 6% | 8 | 1% | 13% | -4% | i | -16% | 7 | Spn PMK inh pilot replicates=3.0;MK inhibit pilot replicates=2.5;Spn DPM-DC inh pilot screen %=1.5
Cn1c(=O)c2c(nc(SCC(=O)NC3CCCCC3)n2C)n(C)c1=O | 4% | -3% | 15 | -18% | -2% | -2% | i | -9% | 9
Cc1nn(CC(=O)Nc2ccc3c(c2)oc2ccccc23)c(=O)c2ccccc12 | x | -4% | 0 | x | 20% | 0% | i | x | 2
O=C(c1ccccc1Br)N1CCN(c2ccccc2)CC1 | -6% | 0% | 4 | -23% | 13% | 0% | i | -6% | 13 | Spn PMK inh pilot replicates=3.0;MK inhibit pilot replicates=0.0;Spn DPM-DC inh pilot screen %=1.0
O=c1oc2ccccc2c(N2CCCCC2)c1CN1CCCCC1 | 14% | 13% | 5 | 25% | 18% | -4% | i | 38% | 14 | Spn PMK inh pilot replicates=3.0;MK inhibit pilot replicates=0.0;Spn DPM-DC inh pilot screen %=0.5
CCCCCC(=O)Nc1ccc2oc(-c3cccnc3)nc2c1 | 7% | -3% | 14 | x | x | x | x | x | 9
COC(=O)C1=C(C)NC(=O)NC1C1CC=CCC1 (stereo not drawn) | 9% | 4% | 5 | 5% | 2% | -3% | i | -2% | 3
CCCn1c(N2CCN(C(=O)N3CCCCC3)CC2)nc2ccccc21 | x | -2% | 14 | -3% | 7% | -11% | i | 8% | 2

Filtered by structure, the compounds so far with fluorine
SMILES | LYP phosphatase | HT1080 cytotoxicity | Spn PMK inh | HPDE-C7 cytotoxicity | Alkaline phosphatase | Bfl-1 inhibitors | Spn DPM-DC inh | HPDE-C7K KRASV12 | MK inhibit | others
CC1CCCC(C)N1C(=O)c1cc(F)c(F)cc1Cl (stereo not drawn) | 3% | -3% | 0 | 1% | 5% | 1% | i | -3% | 3
CCN(C(=O)c1cccc(F)c1)c1ccccc1C | -4% | 4% | 4 | 5% | 12% | -1% | i | -6% | 5
Cc1nnc(SCc2ccccc2F)n1NCc1cccs1 | -14% | 6% | 8 | 1% | 13% | -4% | i | -16% | 7 | Spn PMK inh pilot replicates=3.0;MK inhibit pilot replicates=2.5;Spn DPM-DC inh pilot screen %=1.5

The main list resumes; the two compounds before the break are reprinted first.
SMILES | LYP phosphatase | HT1080 cytotoxicity | Spn PMK inh | HPDE-C7 cytotoxicity | Alkaline phosphatase | Bfl-1 inhibitors | Spn DPM-DC inh | HPDE-C7K KRASV12 | MK inhibit | others
COC(=O)C1=C(C)NC(=O)NC1C1CC=CCC1 (stereo not drawn) | 9% | 4% | 5 | 5% | 2% | -3% | i | -2% | 3
CCCn1c(N2CCN(C(=O)N3CCCCC3)CC2)nc2ccccc21 | x | -2% | 14 | -3% | 7% | -11% | i | 8% | 2
CCOc1cc(N2CCOCC2)c(OCC)cc1NC(=O)CN1CCc2ccccc2C1 | x | -11% | 2 | 10% | 8% | -3% | i | 9% | 73*
Cc1noc(C)c1C(=O)OCC(=O)NC(=O)NC12CC3CC(CC(C3)C1)C2 | 8% | -5% | 16 | 3% | 16% | -4% | i | -5% | 10
CS(=O)(=O)N1CCc2cc(C(=O)N3CCOCC3)ccc21 | 17% | 1% | 3 | 6% | 7% | -11% | i | 9% | 7
COc1ccc(-c2cc(=O)c3ccccc3s2)cc1 | 1% | 2% | 17 | -19% | 20% | -7% | i | -3% | 8
CCCN(c1nc(C)cc(OC)n1)S(=O)(=O)c1ccccc1 | 10% | 1% | 15 | 10% | 8% | -5% | i | 10% | 5
CCOC(=O)N1CCN(C(=O)C2CC(c3cc(OC)ccc3OC)=NO2)CC1 (stereo not drawn) | -1% | 7% | 15 | -6% | 2% | 2% | i | 3% | 0
COc1cccc(C2=NOC(C(=O)NC(C)(C)C)C2)c1 (stereo not drawn) | 2% | -10% | 9 | -11% | 10% | -4% | i | 0% | 4
CC(=O)c1ccc(N2CCN(C(=O)C3CCCN(S(=O)(=O)c4cnc[nH]4)C3)CC2)cc1 (stereo not drawn) | 3% | 5% | 21 | -21% | 13% | -2% | i | -13% | 4
CCCc1cc(-c2ccc(O)c(OCC)c2)c(C#N)c(N)n1 | -5% | -19% | 0 | -1% | 4% | -8% | i | 5% | 9
Nc1nc2n(n1)C(c1cccs1)CC(c1ccccc1)N2 (stereo not drawn) | -5% | -8% | 2 | 2% | 4% | 2% | i | -3% | 0
CC(C)OC(=O)CSc1nnc(-c2cccnc2)n1Cc1ccccc1 | -3% | 1% | 17 | -2% | 3% | 4% | i | -8% | 0 | Spn PMK inh pilot replicates=2.0;MK inhibit pilot replicates=0.0;Spn DPM-DC inh pilot screen %=0.0
Nc1ccc(C(=O)c2ccc3c(c2)OCCO3)cc1N | 10% | 2% | 0 | x | x | x | i | x | 6
CSc1ccc(Cl)c(C(=O)NCC(C)C)c1 | 7% | 1% | 3 | 1% | 10% | -15% | i | -3% | 8
O=C(CSc1nnc(Cc2cc(=O)[nH]c(=O)[nH]2)n1-c1ccc(Cl)cc1)NCC1CCCO1 (stereo not drawn) | 8% | -1% | 21 | -7% | 14% | -7% | i | 0% | 3
Cc1cc(C)nc(Sc2ccc3nnnn3n2)n1 | -2% | 11% | 9 | -2% | 9% | -6% | i | -2% | 5
CCOC(=O)N1CCC(NC(=O)c2cccc3c2C(=O)N(CCOC)C3)CC1 | -1% | 2% | 4 | 0% | 6% | -1% | i | -4% | 10
CC(C)/C=C1\CCCCC1N(C)C(=O)NC(C)C (stereo not drawn) | -9% | -13% | 0 | 0% | 15% | -1% | i | -1% | 8
CC(=O)C1C(c2cccc(F)c2)NC(=O)NC1(O)C(F)(F)F (stereo not drawn) | 1% | 2% | 9 | 7% | 3% | -6% | i | 6% | 0
N#Cc1c(N)nc(SCC(=O)NCc2ccc3c(c2)OCO3)c(C#N)c1-c1cccs1 | -4% | 22% | 0 | -14% | 10% | -8% | i | -12% | 0
COc1cccc(N(C(=O)c2ccn[nH]2)C2(C(=O)Nc3c(C)cccc3C)CCCCC2)c1 | x | -10% | 13 | 9% | -177% | 3% | i | 1% | 7
CCN(CC)CCN1C(=O)C(O)=C(C(C)=O)C1c1ccccc1 (stereo not drawn) | x | -3% | 1 | -9% | 10% | -5% | i | 8% | 0
Cc1[nH]nc2c1C(C(C)C)C(C#N)=C(N)O2 (stereo not drawn) | 9% | 11% | 8 | 12% | 7% | 14% | i | 8% | 8
CCOC(=O)c1c(NC(=O)c2csc(C)c2)sc(C(C)=O)c1C | 12% | 4% | 10 | -4% | 3% | -7% | i | -3% | 9
O=C1NC(c2ccco2)Nc2ccccc21 (stereo not drawn) | x | 11% | 15 | -6% | 10% | 1% | x | -22% | 5 | Spn PMK inh pilot replicates=2.0;MK inhibit pilot replicates=3.0
COc1ccc(Cc2nnnn2CC(=O)O)cc1 | x | 0% | 0 | -6% | 8% | -6% | i | -7% | 6
O=C(CCC(=O)N1CCCc2ccccc21)N1CCN(S(=O)(=O)c2ccccc2)CC1 | x | 9% | 6 | -2% | 8% | -4% | i | 2% | 6
COc1ccccc1NC(=O)CN1CCN(c2ccc(Cl)cc2)CC1 | 12% | -1% | 5 | 1% | 8% | 7% | i | 3% | 8
Cc1c(C(=O)OCCOC(C)C)[nH]c2c1C(=O)CC(C)(C)C2 | 3% | -6% | 9 | -12% | -10% | -3% | i | -20% | 2
Cc1ccc(-c2nc3ccccc3o2)cc1NC(=O)c1ccc2c(c1)OCO2 | -19% | -7% | 6 | -10% | 4% | 5% | i | -8% | 8
O=C(O)c1ccccc1OCCOc1ccccc1 | 3% | -1% | 0 | -5% | 14% | 1% | i | 9% | 0
CCN(CC)CCNC(=O)Cc1c(C(=O)O)n(CC)c2ccccc12 | 2% | 4% | 13 | 5% | 0% | -1% | i | 3% | 6
O=c1[nH]c2cc3c(cc2cc1CN(Cc1cccs1)Cc1nnnn1Cc1ccco1)OCCO3 | 15% | -2% | 6 | 12% | 10% | 1% | i | 6% | 5
CC1=C(C(=O)Nc2ccc(C)cc2)C(c2ccc(C)o2)C2=C(CC(C)(C)CC2=O)N1 (stereo not drawn) | 14% | 8% | 0 | -7% | 4% | -8% | i | -8% | 8
O=C(O)CCc1nn2c3ccccc3nc2n(-c2ccccc2)c1=O | 9% | 2% | 0 | -31% | 9% | 2% | i | -10% | 2
Cc1ccc(Oc2cc(C)nc(-c3ccccc3O)n2)cc1 | 0% | 4% | 19 | 4% | 18% | 1% | i | -4% | 0
O=C(O)c1cn(-c2ccccc2)nc1-c1cccnc1 | x | -1% | 0 | -7% | 11% | -3% | i | -4% | 1
CCC(Oc1ccc(C)c(C)c1)C(=O)O (stereo not drawn) | -5% | 1% | 0 | -3% | 6% | -1% | i | 13% | 4

Assay outcomes as filed in PubChem BioAssay.

Compounds were not picked by outcome. Share with any hit: about 3.6%.
